PI4K2A inh – blocks human PI4K2A kinase activity | Q9BTU6 | purified PI4K2A, ADP-Glo luminescence, 1 h; hits give low values | activity change, negative = inhibition, % at 76.9 µM | hit rate 0.13% among 420,000 | AID 1346378; in the data active means activity change below about -50%; inconclusive means mostly about -30% to -49%;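 further: -100% = wells without enzyme as full effect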
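Compounds are screened against recombinant PI4K2A using PI as substrate and ATP, the latter dispensed at 300 microM. Reactions run one hour at ambient temperature before ADP-Glo detection; full inhibition defined by wells lacking enzyme.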
POLH inh – DNA polymerase eta (human) inhibition; Q9Y253; recombinant Pol eta, fluorescent DNA replication assay; Potency, µM (series often up to 114 µM), for inactives: at the highest dose activity change, negative = inhibition, most hits filed as inhibitors; hit rate 1.2% among 390,000; further: potency means the concentration at half of the fitted maximal effect; on the % scale 0 is the no-effect control and ±100 the full control effect
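Fluorescent replication assay: 50 nM final substrate added after a 15 min room-temperature compound preincubation with 10 nM enzyme. Signal taken at 0 min and again at 10 min.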
HP1b chromo inh – HP1-beta chromodomain-methylated histone interaction inhibition | AlphaScreen HP1-beta / biotin-H3K9me3 peptide binding | Potency, µM (highest dose often 114 µM), for inactives: top-dose activity change, negative = inhibition, usual class: inhibitors | hit rate 0.56% among 390,000 | AID 540317; further: potency means the concentration at half of the fitted maximal effect; nearly all actives have a fitted effect of over 70% in size; inactives centre near 23
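AlphaScreen: HP1-beta (50 nM) preformed 30 min with biotin-H3(1-18)K9me3 peptide (50 nM) in PBS pH 7.4, 0.01% Tween-20. Compound added for 30 min at RT, then streptavidin donor/nickel chelate acceptor beads (10 ug/mL) for 30 min.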
G9a inh – G9a (human) methyltransferase inhibition; Potency, µM (highest dose often 102 µM), for the others: top-dose activity, negative = inhibition, most hits filed as inhibitors; G9a H3K9 monomethylation, AlphaScreen, 2 h; hit rate 8.8% among 350,000; AID 504332; further: potency means the concentration at half of the fitted maximal effect; on the % scale 0 is the no-effect control and ±100 the full control effect; nearly all actives have a fitted effect of over 75% in size
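Quantitative HTS format: methyltransferase activity on a biotin-tagged H3K9 peptide is measured by AlphaScreen, using a rabbit anti-monomethyl-H3K9 antibody with streptavidin donor and anti-IgG acceptor beads. Final levels are 20 nM enzyme, 500 nM peptide, 20 uM SAM; 2 h RT.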
JMJD2A Tudor – inhibitors of human JMJD2A Tudor domain | hit rate 4.4% among 390,000 | AID 504339 | Potency, µM (top dose mostly 114 µM), inactives show at the highest dose activity change, negative = inhibition, most hits filed as inhibitors | AlphaScreen JMJD2A-Tudor / H3K4me3 peptide binding | O75164; further: potency means the concentration at half of the fitted maximal effect; on the % scale 0 is the no-effect control and ±100 the full control effect; nearly all actives have a fitted effect of over 50% in size
GLS inh – glutaminase GLS (human) inhibition; O94925; GLS enzymatic activity, qHTS titration; Potency, µM (titrated, usually from 45.5 µM), inactives show top-dose activity change, negative = inhibition, actives largely listed as inhibitors; hit rate 0.21% among 410,000; AID 624170; further: potency means the concentration at half of the fitted maximal effect; on the % scale 0 is the no-effect control and ±100 the full control effect
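Enzyme dispensed in phosphate buffer (45 mM, pH 8.2, 0.02% Tween-20), compounds pinned in, then 1 mM L-glutamine solution and the glutamate oxidase–HRP–Amplex Red mix added; fluorescence read immediately and again after 30 min at room temperature.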
PGK inhibitor – inhibitors of T. brucei phosphoglycerate kinase | PGK/GAPDH coupled, Kinase-Glo luminescence, 60 min | Potency, µM (doses to about 57.5 µM), without a hit: top-dose activity change, negative = inhibition, usual class: inhibitors | hit rate 0.043% among 380,000 | AID 602233; further: potency means the concentration at half of the fitted maximal effect; on the % scale 0 is the no-effect control and ±100 the full control effect; nearly all actives have a fitted effect of over 60% in size
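Luminescent ATP detection (Kinase-Glo Plus) follows a 60-minute room-temperature incubation, with wells lacking PGK as controls. Buffer: 100 mM TEA (pH 7.6), 5 mM MgCl2, 0.01% Tween-20. Coupling enzyme GAPDH (100 nM final) supplies unstable 1,3-BPG in-well.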
BAZ2B inh – blocks human BAZ2B; Q9UIF8; AlphaScreen BAZ2B-H3K14Ac peptide displacement; Potency, µM (series often up to 114 µM), for inactives: at the top dose activity change, negative = inhibition, hits mostly inhibitors; hit rate 4.4% among 360,000; further: potency means the concentration at half of the fitted maximal effect; on the % scale 0 is the no-effect control and ±100 the full control effect; nearly all actives have a fitted effect of over 60% in size
Target sequence (Q9UIF8 whole entry, looked up): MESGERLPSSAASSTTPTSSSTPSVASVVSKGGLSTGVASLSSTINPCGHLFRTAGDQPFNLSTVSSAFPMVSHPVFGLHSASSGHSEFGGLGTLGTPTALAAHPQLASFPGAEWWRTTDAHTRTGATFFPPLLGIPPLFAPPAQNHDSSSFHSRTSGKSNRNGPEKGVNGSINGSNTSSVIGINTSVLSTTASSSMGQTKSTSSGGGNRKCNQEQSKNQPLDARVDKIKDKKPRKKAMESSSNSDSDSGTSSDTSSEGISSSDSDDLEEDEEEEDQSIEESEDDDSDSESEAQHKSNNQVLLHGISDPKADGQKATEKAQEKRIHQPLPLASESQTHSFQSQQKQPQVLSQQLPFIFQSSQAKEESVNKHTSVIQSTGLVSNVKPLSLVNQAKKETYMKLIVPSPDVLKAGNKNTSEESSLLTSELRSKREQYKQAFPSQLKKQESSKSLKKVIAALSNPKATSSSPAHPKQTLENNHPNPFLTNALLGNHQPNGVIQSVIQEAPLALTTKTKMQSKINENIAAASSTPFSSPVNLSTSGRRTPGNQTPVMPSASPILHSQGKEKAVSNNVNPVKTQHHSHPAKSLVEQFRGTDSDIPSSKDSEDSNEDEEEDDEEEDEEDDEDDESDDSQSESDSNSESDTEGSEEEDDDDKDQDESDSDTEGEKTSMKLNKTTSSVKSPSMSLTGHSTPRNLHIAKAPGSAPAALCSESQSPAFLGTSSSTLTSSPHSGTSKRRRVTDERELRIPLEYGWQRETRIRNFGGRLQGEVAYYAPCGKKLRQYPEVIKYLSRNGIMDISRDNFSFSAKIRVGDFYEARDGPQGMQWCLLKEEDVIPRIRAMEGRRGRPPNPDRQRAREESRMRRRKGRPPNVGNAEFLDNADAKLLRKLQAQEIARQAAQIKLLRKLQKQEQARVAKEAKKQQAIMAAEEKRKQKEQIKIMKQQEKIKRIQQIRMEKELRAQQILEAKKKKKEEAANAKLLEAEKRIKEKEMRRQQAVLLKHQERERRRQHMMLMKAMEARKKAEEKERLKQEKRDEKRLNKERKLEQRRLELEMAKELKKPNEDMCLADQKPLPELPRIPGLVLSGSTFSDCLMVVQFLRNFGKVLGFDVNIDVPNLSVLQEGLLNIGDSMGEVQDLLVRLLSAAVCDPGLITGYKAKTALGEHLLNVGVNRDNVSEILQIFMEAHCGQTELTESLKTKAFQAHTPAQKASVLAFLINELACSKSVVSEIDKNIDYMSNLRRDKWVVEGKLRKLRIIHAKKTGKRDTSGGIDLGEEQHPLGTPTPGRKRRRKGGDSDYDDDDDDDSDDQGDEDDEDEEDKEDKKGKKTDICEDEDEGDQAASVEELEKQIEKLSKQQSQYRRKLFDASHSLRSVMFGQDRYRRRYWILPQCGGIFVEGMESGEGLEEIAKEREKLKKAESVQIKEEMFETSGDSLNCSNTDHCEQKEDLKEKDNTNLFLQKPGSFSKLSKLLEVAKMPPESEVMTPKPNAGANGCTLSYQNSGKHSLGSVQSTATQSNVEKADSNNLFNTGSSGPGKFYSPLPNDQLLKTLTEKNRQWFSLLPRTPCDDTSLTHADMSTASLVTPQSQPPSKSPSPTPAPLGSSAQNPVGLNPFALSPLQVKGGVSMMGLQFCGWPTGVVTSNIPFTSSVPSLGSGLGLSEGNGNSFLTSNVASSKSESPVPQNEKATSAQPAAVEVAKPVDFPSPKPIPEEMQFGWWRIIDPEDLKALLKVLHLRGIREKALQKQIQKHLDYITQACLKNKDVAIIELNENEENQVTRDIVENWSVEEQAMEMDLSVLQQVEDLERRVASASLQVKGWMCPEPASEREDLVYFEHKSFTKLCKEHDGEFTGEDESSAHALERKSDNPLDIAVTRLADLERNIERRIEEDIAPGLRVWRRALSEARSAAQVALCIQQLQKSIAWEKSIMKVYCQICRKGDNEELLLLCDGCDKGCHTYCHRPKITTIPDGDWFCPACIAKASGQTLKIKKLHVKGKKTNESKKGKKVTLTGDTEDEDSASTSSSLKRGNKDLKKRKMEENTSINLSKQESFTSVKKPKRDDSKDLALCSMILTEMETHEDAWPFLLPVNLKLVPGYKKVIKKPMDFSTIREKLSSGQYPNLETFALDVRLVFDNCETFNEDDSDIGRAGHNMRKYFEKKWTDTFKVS
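AlphaScreen luminescence quantifies BAZ2B engagement of H3K14Ac peptide; the protein and biotinylated peptide are both at 50 nM final, buffer PBS pH 7.4 with 0.01% Tween-20, all steps at room temperature.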
Pin1 inh – blocks the human prolyl isomerase Pin1. Q13526. Pin1 FP peptide displacement, HiFluor488, 10 min. Potency, µM (series often up to 115 µM), inactives show at the top dose activity, negative = inhibition, usual class: inhibitors. hit rate 0.009% among 390,000; active means well fitted inhibition curve with a large enough effect in the polarisation, with a control signal flat, not every such curve was filed as active; inconclusive means small, poorly fitted or top-dose-only effect, or effect the other way, or a change in a side signal; inactive means no such curve, though single readings can be large or run the other way; the % refers to the polarisation; further: potency means the concentration at half of the fitted maximal effect; on the % scale 0 is the no-effect control and ±100 the full control effect
* hit, by the source's call; i = inactive; ? = inconclusive; nt = not tested or not shown; & = joins results of further samples; [ ] = remark or other dose. Unless noted, the call rests on the fitted dose curve; in most records, active means well fitted curve in the direction sought with a large enough effect; inconclusive means small, poorly fitted or top-dose-only effect, or another doubt; inactive means no such curve, though single readings can be large; an effect the other way counts as inactive or inconclusive. A portion of the library; count on the stated rates, not on these rows.

entry	PI4K2A inh	POLH inh	HP1b chromo inh	mol	G9a inh	JMJD2A Tudor	GLS inh	PGK inhibitor	BAZ2B inh	Pin1 inh
1	0	-1%	24%	CCC(C)NC(=O)c1ccc2nc(-c3ccc(OC)c(OC)c3)c(-c3ccc(OC)c(OC)c3)nc2c1 (stereo not given)	21%	-1%	6%	4%	8%	5%
2	2	-7%	34%[activator]	COc1ccccc1/C=C/C(=O)NC1CC2CCC1C2 (stereo not given)	22%[59 µM]	12%	2%	-2%	-8%	1%
3	0	1%	12%	COc1cc(C2/C(=C(\O)c3ccc4c(c3)CC(C)O4)C(=O)C(=O)N2CCN2CCOCC2)cc(OC)c1OC (stereo not given)	71µM*	?	0%	-3%	-23%	11%
4	-5	-11%	-7%	C#CCOCCOCCOCCNc1nc(N2CCOCC2)nc(N2CCN(C(=O)[C@H](Cc3cc4ccccc4[nH]3)n3cc([C@@H](N)Cc4ccc(O)cc4)nn3)CC2)n1	?	?	16%	0%	?	8%
5	-6	6%	31%	CNC(=O)c1ccc(Nc2nnc(-c3ccc(C)c(S(=O)(=O)N4CCOCC4)c3)c3ccccc23)cc1	-38%[59 µM]	-26%	3%	i	0%	7%
6	4	-11%	-22%	CC1CCCCN1C(=O)CSc1nc(-c2ccccc2)cn1N (stereo not given)	0%	?	-13%	-1%	nt	-5%
7	5	-1%	8%	CCOC(=O)Nc1ccc2c(CN3CCN(S(=O)(=O)c4ccccc4)CC3)cc(=O)oc2c1	4%[59 µM]	-28%	10%	-3%	-24%	20%
8	4	3%	25%	COc1ccc(C)cc1NC(=O)C1CC(=O)N(Cc2ccco2)C1 (stereo not given)	?	-3%	0%	3%	-3%	-8%
9	-1	-12%	50%[activator]	Cc1ccc(Oc2nc(C(F)(F)F)nc3ccccc23)cc1	4%[59 µM]	4%	4%	0%	3%	1%
10	14	-2%	2%	CC1CC1C(=O)OCC(=O)NC(=O)c1ccc(C(C)(C)C)cc1 (stereo not given)	nt	-8%	1%	9%	nt	7%
11	3	-14%	18%	Cc1nc(-c2nc(CC(=O)NNC(=O)c3ccc(Cl)cc3)cs2)cs1	-48%[59 µM]	-11%	5%	i	-11%	6%
12	0	-2%	9%	CC1CN(c2cc(=O)n(-c3ccc(Cl)cc3)c(=O)[nH]2)CC(C)O1 (stereo not given)	2%	-12%	16%	-4%	-6%	2%
13	-4	-8%	35%[activator]	COc1cccc(CN2CC(C(=O)N3CCN(C(C)C)CC3)CCC2=O)c1 (stereo not given)	nt	-4%	15%	0%	1%	7%
14	0	?	-11%	Cc1ccccc1-n1c(SCC(=O)c2cc(C)n(C)c2C)nnc1-c1cccnc1	?	?	7%	-4%	?	8%
15	-5	0%	41%[activator]	O=C(CN1CCN(c2ccccc2F)CC1)c1ccc2c(c1)OCO2	20µM*	-18%	6%	-10%	-27%	1%
16	-1	1%	51%[activator]	Cc1noc(C)c1S(=O)(=O)N1CCC(C(=O)Nc2ccccn2)CC1	-14%[59 µM]	-14%	1%	0%	-2%	-4%
17	-1	-10%	9%	Cc1[nH]n(-c2nc(-c3cccc([N+](=O)[O-])c3)cs2)c(=O)c1C	-11%	-25%	4%	1%	0%	-3%
18	-1	-20%	43%[activator]	C#CCN1C(=O)C(O)(CC(=O)/C=C/C=C/c2ccccc2)c2ccccc21 (stereo not given)	?	-27%	-6%	-1%	nt	3%
19	-1	0%	18%	O=C(COC(=O)Cn1cnc2ccccc21)NCCc1ccccc1	-7%[59 µM]	-19%	15%	i	1%	-1%
20	2	-3%	20%	Cc1ccc(-c2ccc(SCC(=O)NC3CCCC3)nn2)cc1	nt	9%	10%	5%	0%	-27%
21	-4	-22%	-2%	COc1ccc(N2CCN(C(=O)COC(=O)c3cccc(S(=O)(=O)Nc4ccccc4OC)c3)CC2)cc1	16µM*	-34%	20%	0%	-28%	5%
22	0	-18%	9%	CC(C)C[C@H]1CNC(=S)N1CC1CCCN1C[C@H](CC(C)C)N1C[C@H](Cc2ccccc2)N(CC2CCCCCC2)C1=S (stereo not given in full)	nt	?	2%	-8%	nt	1%
23	-3	-20%	10%	O=C(CSc1nnc(Nc2ccccc2)s1)Nc1cccc(S(=O)(=O)N2CCCCC2)c1	15%[59 µM]	-21%	11%	-8%	6%	18%
24	-2	-14%	32%	CC(C)NC(=O)CN1C(=O)C(=O)c2ccccc21	-2%[59 µM]	-7%	1%	-11%	-4%	-3%
25	-5	-22%	62%[activator]	CCCS(=O)(=O)N1CCN(c2ccccc2F)CC1	1%[12.7 µM]	14%	-6%	-8%	13%	-6%

Copied from the list:
PI4K2A inh, compound 16 : -1
G9a inh, compound 1 : 21%

Compounds listed so far that contain a Cl atom:
entry	PI4K2A inh	POLH inh	HP1b chromo inh	mol	G9a inh	JMJD2A Tudor	GLS inh	PGK inhibitor	BAZ2B inh	Pin1 inh
11	3	-14%	18%	Cc1nc(-c2nc(CC(=O)NNC(=O)c3ccc(Cl)cc3)cs2)cs1	-48%[59 µM]	-11%	5%	i	-11%	6%
12	0	-2%	9%	CC1CN(c2cc(=O)n(-c3ccc(Cl)cc3)c(=O)[nH]2)CC(C)O1 (stereo not given)	2%	-12%	16%	-4%	-6%	2%

Additional compounds
entry	PI4K2A inh	POLH inh	HP1b chromo inh	mol	G9a inh	JMJD2A Tudor	GLS inh	PGK inhibitor	BAZ2B inh	Pin1 inh
26	-2	-7%	-23%	CCN(CC)c1cccc(OCC(=O)N(C)CCC#N)c1	-48%[59 µM]	?	-7%	0%	?	?
27	3	-2%	5%	Cc1ccc(C(=O)NCC(=O)Nc2ncccc2C)s1	0%[12.7 µM]	-9%	2%	3%	-3%	5%
28	-2	-2%	39%[activator]	Cc1ccc(NC(=O)COC(=O)CCCC2=NS(=O)(=O)c3ccccc3N2)cc1C	21%	1%	1%	i	-16%	7%
29	-6	-12%	25%	COc1ccc([N+](=O)[O-])cc1/C=N/NC(=O)Cc1ccccc1	20%	-25%	-5%	nt	0%	0%
30	-2	-5%	19%	COc1cc(OC)cc(C(=O)N/N=C2/SCC(=O)N2Cc2ccco2)c1	-44%	-11%	-3%	6%	2%	-3%
31	2	-5%	16%	COc1cc(-c2nnn(CC#N)n2)ccc1OCc1ccccc1	14%[59 µM]	-11%	15%	0%	11%	7%
32	0	-10%	27%	C=CCN(c1ccccc1)S(=O)(=O)c1cccc(C(=O)NNC(=O)c2ccncc2)c1	-7%	-24%	20%	i	-5%	-5%
33	-3	-1%	31%&45%	O=C(Nc1ccc(O)c2c(=O)cc(-c3ccccc3Cl)oc12)c1cccc(Cl)c1	-1%	-24%&-21%	3%	-4%	-7%	-2%&-24%
34	7	-7%	16%	COc1ccc(C(=O)C[n+]2cccc(C)c2)cc1	71µM*	-17%	0%	-2%	11%	-18%
35	13	-11%	81%[activator]	COc1ccc(C(=O)Oc2cc(N)n(S(=O)(=O)c3ccccc3)n2)cc1	-1%	-9%	16%	nt	-5%	4%
36	0	-8%	15%	Cc1ccc(NC(=O)c2cc(C)on2)cc1	?	3%	8%	-1%	-1%	0%
37	2	1%	nt	COc1ccc(C2CC(=O)Nc3cc(OC)c(OC)cc32)cc1 (stereo not given)	nt	nt	-1%	-3%	nt	nt
38	-1	-3%	26%	COc1ccc(-c2cc(-n3c(C(F)(F)F)nc4ccccc43)n(CCC#N)n2)cc1	6%[59 µM]	-8%	4%	-4%	-20%	3%
39	1	-3%	37%	CN1CCC(NC(=O)Nc2cccc(C(F)(F)F)c2)CC1	7%	-4%	4%	7%	3%	-1%

In the list so far, 8 have a halogen.
entry	PI4K2A inh	POLH inh	HP1b chromo inh	mol	G9a inh	JMJD2A Tudor	GLS inh	PGK inhibitor	BAZ2B inh	Pin1 inh
9	-1	-12%	50%[activator]	Cc1ccc(Oc2nc(C(F)(F)F)nc3ccccc23)cc1	4%[59 µM]	4%	4%	0%	3%	1%
11	3	-14%	18%	Cc1nc(-c2nc(CC(=O)NNC(=O)c3ccc(Cl)cc3)cs2)cs1	-48%[59 µM]	-11%	5%	i	-11%	6%
12	0	-2%	9%	CC1CN(c2cc(=O)n(-c3ccc(Cl)cc3)c(=O)[nH]2)CC(C)O1 (stereo not given)	2%	-12%	16%	-4%	-6%	2%
15	-5	0%	41%[activator]	O=C(CN1CCN(c2ccccc2F)CC1)c1ccc2c(c1)OCO2	20µM*	-18%	6%	-10%	-27%	1%
25	-5	-22%	62%[activator]	CCCS(=O)(=O)N1CCN(c2ccccc2F)CC1	1%[12.7 µM]	14%	-6%	-8%	13%	-6%
33	-3	-1%	31%&45%	O=C(Nc1ccc(O)c2c(=O)cc(-c3ccccc3Cl)oc12)c1cccc(Cl)c1	-1%	-24%&-21%	3%	-4%	-7%	-2%&-24%
38	-1	-3%	26%	COc1ccc(-c2cc(-n3c(C(F)(F)F)nc4ccccc43)n(CCC#N)n2)cc1	6%[59 µM]	-8%	4%	-4%	-20%	3%
39	1	-3%	37%	CN1CCC(NC(=O)Nc2cccc(C(F)(F)F)c2)CC1	7%	-4%	4%	7%	3%	-1%
